PostGolgi ctrl = yeast control strain growth, post-Golgi counter-screen. efflux-deficient yeast background strain, growth absorbance A615, 16 h. inhibition, % at 10 µM. actives 5% (n = 98,000). AID 738; in the data active = inhibition above about 30%
S1P2 ag = agonists of human S1P2 receptor. O95136. S1P2-expressing cell line, agonist reporter read-out. activation, % at 4.5 µM. actives 0.46% (n = 97,000); in the data active = activation above about 16%;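 note: 0% = vehicle low control and 100% = maximal reference agonist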
Target sequence (O95136 whole entry, looked up): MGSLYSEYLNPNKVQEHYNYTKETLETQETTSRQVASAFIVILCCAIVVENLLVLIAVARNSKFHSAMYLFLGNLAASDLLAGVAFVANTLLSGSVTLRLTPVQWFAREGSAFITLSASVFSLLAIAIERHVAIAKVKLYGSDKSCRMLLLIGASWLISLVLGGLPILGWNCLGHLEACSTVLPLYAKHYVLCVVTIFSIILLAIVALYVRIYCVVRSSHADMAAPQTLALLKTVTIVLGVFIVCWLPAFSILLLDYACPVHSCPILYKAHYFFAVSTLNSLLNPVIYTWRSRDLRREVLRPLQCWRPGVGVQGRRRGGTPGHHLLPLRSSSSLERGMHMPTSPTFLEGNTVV
S1P2 blocker = antagonists of human S1P2 receptor | AID 736 | cell-based S1P2 antagonist assay, inhibition at 5 uM | actives 0.21% (n = 97,000) | inhibition, % at 5 µM; in the data active = inhibition above about 45%;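 note: CRE beta-lactamase reporter cells expressing human S1P2 stimulated with S1P; 0% = agonist at EC80 alone and 100% = agonist plus reference antagonist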
Fibroblast inh = blocks proliferation of human lung fibroblasts; actives 1.1% (n = 85,000); viability, % at 10 µM; LL 47 human lung fibroblast viability, ATP luminescence; stronger effect = lower value;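 active = viability at or below 50% in the single dose screen; inactive = viability above 50%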;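 note: compound exposure lasted 72 h before the ATP readout; 100% = median luminescence of untreated cell-only wells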
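Material: Human LL 47 lung fibroblast cells | Input: 1,150 cells/well | Buffer or medium: IMEM plus 15% FBS | Compound dosing: 0.1% DMSO in all compound wells | Times: Overnight cell rest, 72 h compound treatment at 37 °C | Signal: CellTiter-Glo luminescence measuring cellular ATP | Measure: % viability versus median cells-only luminescence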
H69AR growth 86K = growth inhibitors of human H69AR lung tumor cells; H69AR lung tumor viability, ATP luminescence, 72 h; stronger effect = lower value; viability, % at 10 µM; actives 6% (n = 85,000);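 active = viability at or below 40%; inactive = viability above 40%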;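 note: multidrug resistant small cell line overexpressing MRP-1 efflux transporter; 100% = mean luminescence of untreated control wells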
HUVEC prolif 384 = blocks proliferation of human endothelial cells; viability, % at 10 µM (by protocol); HUVEC proliferation, CellTiter-Glo luminescence, 72 h; stronger effect = lower value; actives 1.1% (n = 86,000);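 active = viability at or below 30%; inactive = viability above 30%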;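 note: 100% = median luminescence of DMSO-only cell control wells on each plate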
sEH activator = increases human soluble epoxide hydrolase activity; actives 0.04% (n = 91,000); purified human sEH enzymatic activity, activator screen; activation, % at 2 µM; AID 717; in the data active = activation above about 37%; note: values of inactives mirror those of a sister screen read the other way
Target sequence (P34913 whole entry, looked up): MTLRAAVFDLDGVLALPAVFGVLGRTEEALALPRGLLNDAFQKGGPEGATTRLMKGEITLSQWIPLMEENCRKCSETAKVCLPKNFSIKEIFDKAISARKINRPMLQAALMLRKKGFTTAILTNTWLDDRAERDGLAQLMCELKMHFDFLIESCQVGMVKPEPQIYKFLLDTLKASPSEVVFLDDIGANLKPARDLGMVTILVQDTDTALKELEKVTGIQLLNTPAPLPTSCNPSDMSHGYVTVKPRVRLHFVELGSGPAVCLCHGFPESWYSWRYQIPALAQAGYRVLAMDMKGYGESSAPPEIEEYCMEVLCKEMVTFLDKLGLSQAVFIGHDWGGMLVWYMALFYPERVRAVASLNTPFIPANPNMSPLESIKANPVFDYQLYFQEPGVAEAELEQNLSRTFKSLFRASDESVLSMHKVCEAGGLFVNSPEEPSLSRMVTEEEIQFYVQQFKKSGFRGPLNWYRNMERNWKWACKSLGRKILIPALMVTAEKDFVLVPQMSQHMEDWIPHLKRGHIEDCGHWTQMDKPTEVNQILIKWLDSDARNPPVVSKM
sEH inhibitor = blocks human soluble epoxide hydrolase activity | recombinant human sEH enzymatic activity assay | inhibition, % at 2 µM | actives 0.34% (n = 91,000); in the data active = inhibition above about 80%; note: values of inactives mirror those of a sister screen read the other way; many of its hits are not listed in these tables
PTPN22 act = increases human PTPN22 phosphatase activity; Q9Y2R2; recombinant LYP, DiFMUP fluorescence; 0 = plate median, 100 = signal doubled; activation, % at 2 µM; actives 0.11% (n = 96,000); AID 697;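 active = activation at 2 µM above a set limit, the mean plus 5 SD, cut at about 37% in these data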
* hit, by the source's call; · = not tested or not shown. A portion of the library; rates above refer to the full screens.

SMILES	PostGolgi ctrl	S1P2 ag	S1P2 blocker	Fibroblast inh	H69AR growth 86K	HUVEC prolif 384	sEH activator	sEH inhibitor	PTPN22 act
O=C(NCc1ccoc1)c1ccc(NC(=O)c2ccccc2Cl)cc1	1	-12	12	99	69	104	12	-9	-11
O=C(CCN1C(=O)COc2ccccc21)N1CCN(c2ccccn2)CC1	-9	-6	7	101	76	97	-4	4	11
O=C(COc1ccc(S(=O)(=O)N2CCCC2)cc1)NCc1ccco1	-3	-12	-23	106	100	105	6	-6	6
CCOC(=O)c1cnn(-c2nc(-c3ccccc3F)cs2)c1C(F)(F)F	-14	-2	-15	·	·	·	8	-8	6
COC(=O)C(C)Sc1ccc2nnc(-c3ccc(F)cc3)n2n1 (configuration not stated)	0	-3	2	100	64	101	17	-16	3
O=C(NC1CCCCC1)C(Cc1ccccc1)N1C(=O)C2C3CCC(C3)C2C1=O (configuration not stated)	7	-8	5	·	·	·	1	-2	-4
CCOC(=O)c1c(NC(=O)Cc2cccs2)sc(C(=O)NC2CCCCC2)c1C	2	-1	12	·	·	·	-3	3	-6
O=C1c2ccccc2C(=O)N1CCCc1nc2ccccc2c(=O)n1CCCn1ccnc1	6	-2	8	108	80	96	-2	2	-8
COc1ccc(/C=N/O)cc1COc1ccc(NC(C)=O)cc1	-1	-5	-11	94	71	84	-5	7	0
Cc1ccccc1OCc1nnc2n1CC(C)S2 (configuration not stated)	26	-5	9	95	96	90	0	-1	-2
CCOC(=O)COc1c(OC)cc(Cl)cc1C1Nc2ccccc2C(=O)N1c1ccc(F)cc1 (configuration not stated)	21	-5	8	·	·	·	8	-10	4
O=C(NNC(=S)NC(=O)c1ccccc1[N+](=O)[O-])c1ccccc1[N+](=O)[O-]	3	-2	-7	·	·	·	-9	10	2
CCCOc1ccc(C2C(=O)N(C3CCCCC3)CC(=O)N2C2CC2)cc1OC (configuration not stated)	5	0	8	105	89	109	1	-1	0
COc1cc(S(=O)(=O)N2CCN(Cc3ccc4c(c3)OCO4)CC2)c(C)cc1C	19	·	·	98	68	98	·	·	·
CCOC(=O)N1CCN(C(=O)CN(c2ccc3c(c2)OCO3)S(C)(=O)=O)CC1	-7	-7	1	100	86	100	-1	2	9
Clc1ccccc1-c1nnc2sc(-c3ccccn3)nn12	·	-3	-31	95	77	105	38*	-36	31
COc1cc2c(cc1OC)-c1cc(OCc3ccccc3Cl)nc(=O)n1CC2	30	29*	-51	100	94	88	-3	3	2
CSC(=Nc1ccccc1)C1=C(O)COC1=O	-1	-6	12	98	85	88	1	-1	-2
O=C(Oc1ccc(/C=N/Nc2ccccc2)cc1)c1ccccc1	5	-4	15	·	·	·	15	-16	4
CC(=O)Nn1cc2c(c1-c1ccccc1)c(=O)n(C)c(=O)n2C	17	-2	-6	100	103	95	-5	4	-4
Cc1nn(Cc2ccc(Cl)c(Cl)c2)c(C)c1NC(=O)c1cc(-c2ccc3c(c2)OCO3)on1	23	-3	16	76	1.4*	12*	12	-11	-8
Cc1cccc(N2CCN(Cc3c(C)n(C)n(-c4ccccc4)c3=O)CC2)c1C	13	-6	29	98	87	93	6	-7	0
Cc1ccc2nc(C3CCN(C(=O)c4ccco4)CC3)[nH]c2c1	-1	-7	1	110	87	100	-11	12	-7
CC1Sc2ccc(C(=O)O)cc2NC1=O (configuration not stated)	2	1	-13	·	·	·	2	1	2
Cc1cc(=O)oc2cc(OCC(=O)N3CCOCC3)ccc12	·	-4	1	93	72	100	3	3	3
CSc1ccccc1NC(=O)Nc1cccc(Cl)c1Cl	2	-6	10	88	81	77	-17	16	0
CCOCC(=O)Nc1nc2ccc(OCC)cc2s1	15	-4	-6	101	52	101	-1	1	5
N#CC1(Cc2ccccc2)c2ccccc2C=CN1C(=O)c1ccccc1 (configuration not stated)	22	-1	-12	·	·	·	0	-1	2
O=C1CC(N2CCCCC2)C(=O)N1c1ccccc1 (configuration not stated)	·	-9	-2	90	81	55	13	-6	4
c1ccc(CCn2c(SCc3ccccc3)nnc2-c2ccncc2)cc1	·	-5	-8	97	59	100	8	-8	4
CCN1CCN(c2ccc(NC(=O)c3cccc4ncccc34)cc2)CC1	5	0	7	96	96	90	-4	5	0
CCOC(=O)N1CCN(c2cc(=O)n(Cc3ccc(F)cc3)c(=O)[nH]2)CC1	·	-6	0	95	92	90	-3	6	-4
Cn1c(NC(=O)C(C)(C)Oc2ccc(Cl)cc2)cc(=O)n(C)c1=O	22	·	·	96	100	98	·	·	·
COc1ccc2[nH]c(=O)c(CN(C(=O)NC3CCCCC3)C3CCCC3)cc2c1	0	-1	-3	88	74	96	-2	0	-1
Cc1cccc(C)c1NC(=O)C(NC=O)c1ccccc1 (configuration not stated)	1	-2	-3	·	·	·	-2	3	1
O=C(Nc1ccc2c(c1)OCO2)C1CCCN1C(=O)OCc1ccccc1 (configuration not stated)	7	·	·	103	96	102	·	·	·
O=C(NCc1ccco1)C1CCN(S(=O)(=O)c2cccc3cccnc23)CC1	-2	·	·	93	92	99	-15	18	8
Cc1cc2n(n1)C(c1c[nH]c3ccccc13)Nc1ccccc1-2 (configuration not stated)	55*	-4	0	92	69	92	7	-6	-1
O=C(CN1C(=O)c2ccccc2C1=O)N1CCOCC1	3	-2	18	110	93	91	21	-21	3
COc1ccc2[nH]c(=O)c(CN(CCc3cccc(C)c3)C(C)=O)cc2c1	21	-2	-1	·	·	·	13	-11	-4
COC(=O)C1=C(CSc2nc3c(cc2C#N)CN(C)CC3)OC(N)=C(C#N)C1c1ccc(F)cc1 (configuration not stated)	·	-5	15	97	88	84	-6	8	9
COc1ccc(NC(=O)[C@@H]2[C@@H]3C(=O)N(C4CCCCC4)C(=O)[C@@H]3C3c4ccccc4C=CN32)cc1 (some centres not stated)	9	-9	19	89	79	84	·	·	-14
COc1cccc(-c2nnn(CC(=O)Nc3ccc(C)cc3C)n2)c1OC	-10	·	·	98	48	92	·	·	·
CC(C)(C)c1ccc(S(=O)(=O)N2CC(=O)Nc3ccccc32)cc1	16	-3	-1	93	98	91	6	-4	9
O=C(NC1CCN(C(=O)NCc2ccccc2)CC1)c1ccco1	1	-1	29	106	89	103	-6	7	-4
C=C(C)c1cccc(C(C)(C)NC(=O)N2CCCCC2CC)c1 (configuration not stated)	5	-7	-23	·	·	·	5	-3	-4
O=C(NC(C(=O)N/N=C/c1ccccc1)c1n[nH]c(=O)c2ccccc12)c1ccccc1 (configuration not stated)	16	-4	5	97	87	101	-2	-1	-24
COc1cccc2cc(C(=O)N3C(C)CCCC3C)c(=O)oc12 (configuration not stated)	·	-3	4	98	101	113	10	-7	11
Cc1cc2c(cc1C)N(C(=O)CSC1=NCCS1)C(C)(C)c1ssc(=S)c1-2	26	-5	-25	·	·	·	-7	7	-23
CCCCn1nc(NC(=O)c2cccs2)c2cc3ccccc3nc21	17	6	13	105	62	73	·	·	-5
(list continues)
SMILES	PostGolgi ctrl	S1P2 ag	S1P2 blocker	Fibroblast inh	H69AR growth 86K	HUVEC prolif 384	sEH activator	sEH inhibitor	PTPN22 act
CCCn1c(=S)[nH]c2cc(C(=O)N3CCCC(C(=O)OCC)C3)ccc2c1=O (configuration not stated)	9	-6	-3	95	58	91	-5	7	-6
CCC1CCCCN1c1nc(-c2ccncc2)nc2ccccc12 (configuration not stated)	75*	4	-16	89	17*	43	-13	14	7
Cn1c(=O)n(C)c2cc(S(=O)(=O)NCCO)ccc21	13	-2	-2	97	97	97	-7	5	-4
O=C1CC(N2CCN(c3cccc(C(F)(F)F)c3)CC2)C(=O)N1c1ccc(F)cc1 (configuration not stated)	21	-5	15	96	110	96	7	-6	-2
CC(C)Oc1ccc(CNC(=S)N/N=C/c2ccc([N+](=O)[O-])cc2)cc1	22	-8	0	97	72	96	-2	0	-5
COc1ccc(/C(N)=N/OC(=O)c2cccc([N+](=O)[O-])c2)cc1OC	-4	-4	-16	96	68	95	-2	3	3
COC(=O)c1sc(N2C(=O)c3oc4ccccc4c(=O)c3C2c2cccs2)nc1C (configuration not stated)	-2	2	13	·	·	·	0	-4	-9
Cc1nc2ncnn2c(C)c1CCC(=O)NCCCN1CCN(c2cccc(Cl)c2)CC1	9	-6	-9	103	100	87	-17	17	2
Cn1c(SCC(=O)Nc2cccc(NC(=O)c3cccs3)c2)nnc1-c1ccncc1	-2	-5	16	99	97	97	8	-10	8
Nc1nc(C(=O)N2CCOCC2)nn1C(=O)c1ccc(Cl)cc1	1	·	·	87	86	97	·	·	·

Compound profiles (already shown). Order of values: PostGolgi ctrl | S1P2 ag | S1P2 blocker | Fibroblast inh | H69AR growth 86K | HUVEC prolif 384 | sEH activator | sEH inhibitor | PTPN22 act
Profile of CC(C)Oc1ccc(CNC(=S)N/N=C/c2ccc([N+](=O)[O-])cc2)cc1 : 22 | -8 | 0 | 97 | 72 | 96 | -2 | 0 | -5
Profile of Cn1c(=O)n(C)c2cc(S(=O)(=O)NCCO)ccc21 : 13 | -2 | -2 | 97 | 97 | 97 | -7 | 5 | -4
Profile of COc1ccc(/C(N)=N/OC(=O)c2cccc([N+](=O)[O-])c2)cc1OC : -4 | -4 | -16 | 96 | 68 | 95 | -2 | 3 | 3
Profile of Cc1nc2ncnn2c(C)c1CCC(=O)NCCCN1CCN(c2cccc(Cl)c2)CC1 : 9 | -6 | -9 | 103 | 100 | 87 | -17 | 17 | 2

Going on with the list:
SMILES	PostGolgi ctrl	S1P2 ag	S1P2 blocker	Fibroblast inh	H69AR growth 86K	HUVEC prolif 384	sEH activator	sEH inhibitor	PTPN22 act
CCOc1ccc2[nH]c(=O)c(CN(CCCO)C(C)=O)cc2c1	20	·	·	99	96	95	·	·	·
Cc1c(Cl)c(C(=O)NNC(=S)Nc2ccccc2)nn1C	8	-2	-11	·	·	·	17	-18	2
CCn1nc(C)c(/C=N/NC(=O)c2ccoc2C)c1C	12	-6	-6	103	93	88	-3	5	-7
O=C1Nc2ccccc2CCC1Sc1nnc(-c2ccc(Cl)cc2)s1 (configuration not stated)	·	-3	7	98	113	79	4	0	-4
COc1ccc(S(=O)(=O)N2CCCC(C(=O)NCc3ccncc3)C2)cc1Cl (configuration not stated)	2	-4	10	98	85	87	-7	10	5
COc1cccc(C2C(C#N)=C(N)OC3=C2C(=O)CCC3)c1OC(=O)c1ccco1 (configuration not stated)	-3	-1	10	96	88	77	-10	10	4
O=S(=O)(NCc1ccccc1)c1ccc(Cl)cc1	19	-2	-8	103	92	94	6	-10	-7
O=C1NCCCC1C(=O)Nc1ccccc1C(F)(F)F (configuration not stated)	3	-3	8	100	100	101	15	-15	-9
COc1cc(NC(=O)c2ccc(F)cc2)c(OC)cc1Cl	·	-2	-12	92	69	75	-5	6	-2
CC(O)C(=O)NCCOCCOCCNC(=O)C(C)O (configuration not stated)	3	-5	1	100	92	98	9	-8	15
COC(=O)c1ccc(Oc2nc(Nc3ccc(F)cc3)nc(N3CCCC3)n2)cc1	1	-6	-1	99	46	68	-2	0	-8
CCCCNC(=S)NNC(=O)c1csc(C)c1	·	-4	4	92	91	102	4	-1	2
C#CCOC(=O)CCCNc1ccc([N+](=O)[O-])cc1[N+](=O)[O-]	3	-2	-7	·	·	·	1	1	2
Cc1onc(-c2ccccc2)c1C(=O)Nc1ccc(S(=O)(=O)NC2=NCCCCC2)cc1	11	-9	2	104	99	109	11	-12	-4
CCCC(=O)N1c2ccccc2[C@@H](N(C(C)=O)c2ccccc2)C[C@H]1C	8	1	-2	94	89	98	18	-17	-9
O=C1NC2(CCCCC2)N=C1c1ccccc1	7	-7	-9	104	107	96	-7	9	9
COc1ccc(CN2CC(C(=O)N3CCOCC3)CC2=O)cc1 (configuration not stated)	-6	-1	-30	93	99	96	18	-20	7
CC(=O)N=c1sc2nc3ccccc3nc2n1N(C(C)=O)C(C)=O	1	·	·	98	92	96	·	·	·
